Screens from PubChem BioAssay.
Pf apPOL inh – Pf-apPOL DNA polymerase inhibition; Recombinant Pf-apPOL, molecular beacon fluorescence, 1.5 h; inhibition, % at 10 µM; hit rate 0.25% among 210,000; AID 1794808
mHTT CaM bind – mHTT-calmodulin interaction abrogation. hit rate 3.6% among 190,000. AlphaScreen His-mHTT/GST-CaM binding, luminescence. P42858. inhibition, % at 15 µM;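 note: 0% = both proteins with DMSO and 100% = one protein alone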
* = called active by the depositor; · = no result given; & = joins results of further samples. Cut-off read from the data, not from the text of the source: active = inhibition above about 50%; inactive = the rest.

The line under a structure holds: Pf apPOL inh	mHTT CaM bind
1: c1ccc(CCn2c(CSc3nc4ccccc4o3)nc3ccccc32)cc1
    ·	32
2: O=C(CSc1nccnc1N1CCSCC1)Nc1ccc(Cl)cc1C(F)(F)F
    -10	-6
3: COc1ccc(C(=O)N2CCN(C(C)c3ccccc3)CC2)c(OC)c1 (stereo not drawn)
    -1	20
4: CCCSc1nc(NCCOC)c2cnn(CCNC(=O)c3cccs3)c2n1
    -12	11
5: Cc1ccc(S(=O)(=O)N2CC3CCC2C3)cc1 (stereo not drawn)
    -2	-14
6: CC(=O)C1=C(O)C(=O)N(CC(=O)O)C1c1ccc(F)cc1 (stereo not drawn)
    8	-1
7: CSc1cccc(NC(=O)C2CCN(c3ccncc3)CC2)c1
    5	-7
8: O=C1c2ccc(Oc3ccc([N+](=O)[O-])cc3[N+](=O)[O-])cc2C(=O)N1c1ccccc1
    -1	26
9: Cc1cccc(CN2CCN(C3CCN(C(=O)Nc4ccc(F)cc4F)CC3)C2=O)c1
    2	2
10: COc1ccc(OC)c(C=C2Oc3cc(C)cc(O)c3C2=O)c1
    3	4
11: O=C(c1nc(-c2ccc(Cl)cc2)n2c1CCCCC2)N1CCC2(CC1)OCCO2
    1	41
12: C=CCN1C(=O)C(C)NC12CCN(C(=O)CC(C)C)CC2 (stereo not drawn)
    -3	-1
13: CCn1c(=O)c(-c2ccc(C(=O)Nc3ccc(C)cc3C)cc2)nc2cccnc21
    -4	-2
14: O=[N+]([O-])c1cccc(-c2nc(C=Nc3ccccc3)c3ccccn23)c1
    -1	7
15: CCN(CC)c1cc(CNC(=O)Nc2cccc(C)c2C)ccn1
    4	-6
16: O=C1c2cccc([N+](=O)[O-])c2C(=O)c2cccc([N+](=O)[O-])c21
    2	9
17: CCOc1ccc(/C=C2/N=C(c3ccccc3)OC2=O)cc1
    -8	5
18: O=C(c1ccccc1F)N1CCC(Nc2cccnc2)C1 (stereo not drawn)
    0	-2
19: CCCC1CCC2(CCCN2CCOC(=S)NCc2cccc(C)c2)CC1 (stereo not drawn)
    -1	-9
20: COc1ccc(OC)c(Nc2ncc3c(n2)CCN(Cc2ccc(N(C)C)cc2)C3)c1
    -1	11
21: Cc1cnc(NC(=O)CNCCC(C)C)s1
    -5	3
22: O=C(Nc1nc(-c2ccc(F)cc2)cs1)c1cnccn1
    1&-1	14&13
23: CCC(=O)N1CCc2cc(Br)cc(S(=O)(=O)NCc3ccccc3)c21
    -5	3
24: COc1ccc(COc2ccc3c(c2)OC(=Cc2cc(OC)c(OC)c(OC)c2)C3=O)cc1
    -6	-5
25: Cc1ccc2nc(-c3cc(F)c(F)cc3NC(=O)c3cccs3)oc2c1
    0	1
26: CSc1scc(NC(=O)Nc2ccc(OC(F)(F)F)cc2)c1S(=O)(=O)C(C)C
    -14	·
27: COc1ccc(C(=O)COC(=O)c2cc(OC)c(O)c(OC)c2)cc1
    -14	14
28: O=C(c1ccc(S(=O)(=O)Cc2cc(F)ccc2F)c([N+](=O)[O-])c1)N1CCCC1
    -14	6
29: COc1cccc(C(=O)N2CCN(c3ccc([N+](=O)[O-])c(NCCc4ccccc4)c3)CC2)c1
    -6	2
30: CN1CCN(C(=O)c2nn3c(C(F)(F)F)cc(-c4cccs4)nc3c2Cl)CC1
    0	12
31: Clc1ccc(-c2cn3c(n2)CCC3)cc1Cl
    -3	38
32: COc1ccc(C2=NN(C(=O)C34CC5CC(CC(C5)C3)C4)C(c3ccc(OC)cc3)C2)cc1 (stereo not drawn)
    0	7
33: COc1ccc(-n2c(O)cnc2Nc2nc(C)cc(C)n2)cc1OC
    11	5
34: CCC(=O)NC(c1ccc(C)cc1)c1ccc2cccnc2c1O (stereo not drawn)
    0&-1	100*
35: Cc1ccc(N=Cc2c(C)[nH]n(-c3ccc(C)cc3)c2=O)cc1
    -4	·
36: COc1ccc2cc(C3CC(c4ccco4)=NN3S(=O)(=O)c3ccccc3)c(Cl)nc2c1 (stereo not drawn)
    -15	30
37: Cc1cc(C)c2c(CN3CCOCC3)cc(=O)oc2c1
    1	-5
38: CC(C)NC(=O)c1ccc(OCC2CCCN(C(=O)c3ccc(F)cc3Cl)C2)cc1 (stereo not drawn)
    -3	11
39: Cc1nc(-c2ccc(F)cc2)sc1C(=O)N1CCC(C(C)C(=O)N2CCCCC2)CC1 (stereo not drawn)
    -7	17
40: O=S(=O)(c1ccc2c(c1)OCCO2)N1CCN(c2ccc(F)cc2)CC1
    -5	2
41: N#Cc1c(SCC(=O)Nc2ccccc2)ncc2cc3ccccc3nc12
    -3	3
42: O=C(O)c1cccc(NC(=O)c2ccc(S(=O)(=O)N3CCCCC3)cc2)c1
    -13	6
43: O=C(Nc1ccccc1[N+](=O)[O-])c1[nH]ncc1[N+](=O)[O-]
    -25	5
44: CC(=O)N1CCN(CC(=O)N2N=C(c3ccccc3)CC2c2ccc(C)cc2)CC1 (stereo not drawn)
    -5	64*
45: CC(=O)c1ccc(NC(=O)CC(C(=O)O)N(C)C)cc1 (stereo not drawn)
    -1	-7
46: CN1C(=O)C2(c3ccccc31)C(C(=O)Nc1ccc(F)cc1)CC1CCCN12 (stereo not drawn)
    -3	2
47: Nc1nc(Nc2ccccc2)nc2c1ncn2[C@@H]1O[C@H](CO)[C@H](O)C1O (stereo partly drawn)
    0	·
48: CCOc1ccc(OCCNC(=O)c2ccccc2C)cc1
    -2	-15
49: COc1c(C(=O)N2CCCCC2)sc2ccc(F)cc12
    -1	-9
50: c1ccc(CNc2nnc3c4ccccc4c4ccccc4c3n2)cc1
    -8	·
51: Cc1ccc(C(=O)N2CCCC(c3nc(-c4cnccn4)n[nH]3)C2)s1 (stereo not drawn)
    21	39
52: N#Cc1c(N=CN2CCCCC2)sc2c1CCCC2
    0	9
53: COc1ccc(CCNS(=O)(=O)c2ccc3c(c2)OCCO3)cc1OC
    -5&2	-2&5
54: Cc1cccc2nnc(N3CCCC(C(=O)NCc4ccc(F)cc4F)C3)n12 (stereo not drawn)
    -5	1
55: O=C(NCCOc1cccc2cccnc12)c1ccc(Cl)cc1Cl
    -2	1
56: CCC(=O)Nc1cccnc1-c1ccc(C(=O)NCCCc2ccccc2)cc1
    -4	8
57: CCOC(=O)N1CCC(c2nnc(Cc3ccc(OC)cc3)s2)CC1
    -15	-8
58: Cc1ccc(CNC(=O)CC2CCN(C(=O)c3sc(-c4ccccc4)nc3C)CC2)cc1
    -3	11
59: CCC1CCCCN1C(=O)CSc1nc2c(c(=O)n1-c1ccc(Cl)cc1)SCC2 (stereo not drawn)
    -2	8
60: CCCCNC(=O)CCS(=O)(=O)c1cc(Br)cc2c1N(C(C)=O)CC2
    2	4

Part of the list above, screen by screen:
59	CCC1CCCCN1C(=O)CSc1nc2c(c(=O)n1-c1ccc(Cl)cc1)SCC2 (stereo not drawn)
60	CCCCNC(=O)CCS(=O)(=O)c1cc(Br)cc2c1N(C(C)=O)CC2
assay / entry | 59 | 60
Pf apPOL inh | -2 | 2
mHTT CaM bind | 8 | 4

Later entries.
The line under a structure holds: Pf apPOL inh	mHTT CaM bind
61: Cc1cccc(C)c1NC(=O)CSc1nc2ccccc2o1
    -2	0
62: COc1ccc(-c2nc3s/c(=C\c4ccccc4F)c(=O)n3n2)cc1
    -4	-4
63: CC(C)(C)NC(=O)NNc1nc2ccc(Cl)cc2s1
    1	·
64: Fc1ccccc1C1CC(c2cccs2)Nc2ncnn21 (stereo not drawn)
    -2	0
65: O=C(Nc1cccc(O)c1)c1ccc(C(=O)c2ccccc2)o1
    6	17
66: CN(C)c1ccc(N=Nc2ccc(C(=O)O)cc2)cc1
    -2	29
67: O=C(Nc1nccn(-c2cccc(Cl)c2)c1=O)c1ccccn1
    -3	-4
68: COc1ccccc1/C=C1/SC(N2CCCCC2)=NC1=O
    -3	5
69: c1ccc(-c2cc3ccccn3c2)cc1
    -6	·
70: CCOc1c(Cl)cc(C(=O)Nc2cccc([N+](=O)[O-])c2)cc1Cl
    -1	2
71: COc1ccc(C(=O)Nc2ccc3nn(-c4cccc(Cl)c4)nc3c2)cc1[N+](=O)[O-]
    -4	16
72: Cc1cccc(NC(=O)C(C2CCCC2)N2CCN(C(=O)C3CC3)CC2)c1 (stereo not drawn)
    -2	-4
73: O=C(Cc1ccc(-n2c(=O)[nH]c3ccsc3c2=O)cc1)NC1CCCc2ccccc21 (stereo not drawn)
    0	3
74: Cn1c(NCc2ccco2)nc2c1c(=O)n(Cc1ccc(F)cc1)c(=O)n2C
    -7	-3
75: C=CCc1c(C)nc2nc(SCC(=O)Nc3ccccc3CC)nn2c1C
    -7	2

The closing six compounds of the part above lead into the next.
The line under a structure holds: Pf apPOL inh	mHTT CaM bind
70: CCOc1c(Cl)cc(C(=O)Nc2cccc([N+](=O)[O-])c2)cc1Cl
    -1	2
71: COc1ccc(C(=O)Nc2ccc3nn(-c4cccc(Cl)c4)nc3c2)cc1[N+](=O)[O-]
    -4	16
72: Cc1cccc(NC(=O)C(C2CCCC2)N2CCN(C(=O)C3CC3)CC2)c1 (stereo not drawn)
    -2	-4
73: O=C(Cc1ccc(-n2c(=O)[nH]c3ccsc3c2=O)cc1)NC1CCCc2ccccc21 (stereo not drawn)
    0	3
74: Cn1c(NCc2ccco2)nc2c1c(=O)n(Cc1ccc(F)cc1)c(=O)n2C
    -7	-3
75: C=CCc1c(C)nc2nc(SCC(=O)Nc3ccccc3CC)nn2c1C
    -7	2
76: COc1ccccc1N1CCN(S(=O)(=O)CCNC(=O)C(C)(C)C)CC1
    -4	-4
77: CC(O)Cn1c2ccccc2c2cc(Cl)ccc21 (stereo not drawn)
    9	19
78: COc1cccc(-n2nc(C(=O)N3CCCC(C)C3)c3ccccc3c2=O)c1 (stereo not drawn)
    -1	0
79: CCCCN1C(=O)/C(=C/c2c(N3CCCC3)nc3c(C)cccn3c2=O)SC1=S
    ·	13
80: CC1CCCC(NC(=O)c2cn(C)c(=O)c3ccccc23)C1C (stereo not drawn)
    -4	11
81: Cc1nc(-c2ccc(C(=O)N(C)c3ccccc3)cc2)no1
    -4	2
82: CCOc1ccc(CNC(=O)C2CCN(c3cc(=O)n(C)c(=O)n3C)CC2)cc1OCC
    -4	25
83: O=C(c1cccc(F)c1)N1CCCC2(CC(c3ccncc3)=CO2)C1 (stereo not drawn)
    -2	-3
84: O=C(C1CCN(c2cc(N3CCOCC3)ncn2)CC1)N1CCC2(CC1)OCCO2
    -7	7
85: Cc1c(NS(=O)(=O)c2ccc(Br)cc2)cccc1[N+](=O)[O-]
    -5	6
86: Cc1c(C(=O)N2CCN(c3ccccn3)CC2)cccc1[N+](=O)[O-]
    -2	2
87: COc1cccc(CNc2ccc3c(c2)ncn3-c2ccccc2)c1OC
    -1	48
88: O=C(NCc1cccnc1)C1CCc2nc(N3CCN(C(=O)C4CCC4)CC3)sc2C1 (stereo not drawn)
    -2	10
89: CN(C)CCN(Cc1ccccc1)Cc1cccc(Cl)c1
    4	-12
90: COc1ccc(C(C)=O)cc1CSc1nnnn1-c1ccc(OC)c(OC)c1
    0	·
91: CCCN(Cc1ccccc1OC)CC1CC1
    -10	-3
92: COc1cc(CN2CCCC2c2cc(C)no2)ccc1O (stereo not drawn)
    0	0
93: CC(=O)N1CCc2nn(CC(=O)Nc3ccc(F)c(F)c3)c(=O)cc2C1
    -5	-16
94: O=[N+]([O-])c1ccc(NN=C2CCCCCC2)c(S(=O)(=O)N2CCCCC2)c1
    ·	-5
95: COc1ccc(NC(=O)C2CCN(c3nnc4cccc(C)n34)CC2)cc1Cl
    -2	5
96: COc1ccccc1NC(=O)N1CCC(CNC(=O)c2ccccc2C(F)(F)F)CC1
    -2	6
97: COc1nccnc1N1CCC(NC(=O)Cc2cccnc2)C1 (stereo not drawn)
    2	0
98: CC1(C)OC(=O)C(=Cc2ccc(-c3ccc([N+](=O)[O-])cc3)o2)C(=O)O1
    -4	2
99: CC1CCCN(CC2CCN(S(=O)(=O)c3ccc(F)cc3Cl)CC2)C1 (stereo not drawn)
    -3	-3
100: Clc1nc(N2CCCCC2)nc(-n2ccnc2)n1
    -7	18
101: CC1CCN(C(=O)C2CCCN(c3nnc4ccccn34)C2)CC1 (stereo not drawn)
    0	-1
102: O=C(CC1CCN(S(=O)(=O)c2ccc(Cl)s2)CC1)NC1CCCC1
    2	-6
103: Cc1nc(-c2cccnc2)nc2c1CCC(=O)N2Cc1cccnc1
    0	-1
104: Cc1ccccc1C(=O)NCCc1ccccc1
    -1	-6
105: CCOc1ccc(NC2=CC(=NS(=O)(=O)c3ccc(OCC)cc3)c3ccccc3C2=O)cc1
    -2	75*

The closing 2 compounds of the part before come first, to join the parts:
The line under a structure holds: Pf apPOL inh	mHTT CaM bind
104: Cc1ccccc1C(=O)NCCc1ccccc1
    -1	-6
105: CCOc1ccc(NC2=CC(=NS(=O)(=O)c3ccc(OCC)cc3)c3ccccc3C2=O)cc1
    -2	75*
106: O=C(NCc1ccncc1)C1CCc2sc(C(=O)N3CCOCC3)cc2C1 (stereo not drawn)
    0	2
107: O=C(NCc1cccs1)c1cccnc1SCCS(=O)(=O)c1ccc(C(F)(F)F)cn1
    -8	·
108: Cc1ccc(N2C(=O)C3C(C2=O)C2C=CC3C23CC3)c(C)c1 (stereo not drawn)
    -12	-4
109: O=C1CSC(c2ccc(Br)cc2)N1c1ccc(O)cc1 (stereo not drawn)
    -4	-1
110: CC(NC(=O)c1ccccc1[N+](=O)[O-])c1ccccc1 (stereo not drawn)
    -2	0
111: COCCCNC(=O)CSc1nc2ccsc2c(=O)n1-c1ccc(F)cc1
    -4	1
112: CC(C)c1ccc(CNC(=O)C2CCCN(c3cc(=O)n(C)c(=O)n3C)C2)cc1 (stereo not drawn)
    -3	14
113: Cc1cc(C(=O)O)c(NC(=O)c2ccccc2)s1
    -4	-2
114: CC1(C)CC(=O)C2=C(C1)Nc1[nH]c(=O)[nH]c(=O)c1C2c1ccc(OC(F)F)cc1 (stereo not drawn)
    2	4

Compounds were not picked by outcome; overall some 3.5% were active at least once.
